MazF activator: increases E. coli MazEF RNase cleavage of RNA; activation, % at 20 µM; FAM/BHQ RNA-DNA oligo cleavage fluorescence, 5 h; hit rate 0.32% among 350,000; P0AE70; in the data active = activation above about 50%
Target sequence (P0AE70 whole entry, looked up): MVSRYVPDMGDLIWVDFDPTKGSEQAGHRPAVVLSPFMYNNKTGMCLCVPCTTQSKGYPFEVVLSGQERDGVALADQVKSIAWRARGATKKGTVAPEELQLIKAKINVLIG
VHR inh abs: inhibitors of human VHR1 phosphatase (DUSP3). P51452. recombinant VHR phosphatase, pNPP absorbance. inhibition, % at 13.3 µM. hit rate 0.52% among 290,000. AID 1654; in the data active = inhibition above about 50%; also: some compounds called inactive have numbers as strong as hits
Target sequence (P51452 whole entry, looked up): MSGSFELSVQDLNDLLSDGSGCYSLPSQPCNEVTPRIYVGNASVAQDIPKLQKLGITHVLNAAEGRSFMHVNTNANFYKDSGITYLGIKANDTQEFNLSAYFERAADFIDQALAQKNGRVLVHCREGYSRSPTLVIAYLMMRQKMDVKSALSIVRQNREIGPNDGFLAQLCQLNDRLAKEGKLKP
Mtb UGM inh: blocks M. tuberculosis UGM enzyme | P9WIQ1 | inhibition, % at 10 µM | hit rate 0.06% among 320,000 | purified UGM, fluorescence polarization probe displacement; in the data active = inhibition above about 10%, passing the limit was not always enough
Rv3671c inh: Rv3671c (M. tuberculosis) protease inhibition; hit rate 0.048% among 320,000; inhibition, % at 5.96 µM; P9WHR9; AID 2606; in the data active = inhibition above about 38%;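 also: extracellular domain of Rv3671c used as enzyme; 0% = enzyme with DMSO and 100% = no enzyme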
Target sequence (P9WHR9 whole entry, looked up, the tested form may be a part): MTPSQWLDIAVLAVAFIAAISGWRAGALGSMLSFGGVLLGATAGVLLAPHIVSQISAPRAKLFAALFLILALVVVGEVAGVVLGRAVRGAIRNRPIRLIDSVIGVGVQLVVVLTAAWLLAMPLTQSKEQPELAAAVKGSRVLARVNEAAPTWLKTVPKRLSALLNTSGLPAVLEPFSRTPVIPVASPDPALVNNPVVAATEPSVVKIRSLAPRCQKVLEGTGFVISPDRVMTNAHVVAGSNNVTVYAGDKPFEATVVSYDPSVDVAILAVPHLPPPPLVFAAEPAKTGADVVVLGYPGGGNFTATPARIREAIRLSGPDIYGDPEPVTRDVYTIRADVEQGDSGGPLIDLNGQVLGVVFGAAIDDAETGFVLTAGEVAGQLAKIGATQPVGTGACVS
Mtb BioA inh: BioA (M. tuberculosis) enzyme inhibition. inhibition, % at 9.99 µM. AID 602481. purified M. tuberculosis BioA enzyme, plate reader. hit rate 0.096% among 360,000; in the data active = inhibition above about 40%
FBA Mtb inh: inhibitors of M. tuberculosis fructose-bisphosphate aldolase; P9WQA3; purified M. tuberculosis FBA, fluorescence read-out; inhibition, % at 1 µM; hit rate 2.3% among 360,000; AID 588726; in the data active = inhibition above about 27%;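 also: 0% = vehicle and 100% = reference inhibitor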
Target sequence (P9WQA3 whole entry, looked up): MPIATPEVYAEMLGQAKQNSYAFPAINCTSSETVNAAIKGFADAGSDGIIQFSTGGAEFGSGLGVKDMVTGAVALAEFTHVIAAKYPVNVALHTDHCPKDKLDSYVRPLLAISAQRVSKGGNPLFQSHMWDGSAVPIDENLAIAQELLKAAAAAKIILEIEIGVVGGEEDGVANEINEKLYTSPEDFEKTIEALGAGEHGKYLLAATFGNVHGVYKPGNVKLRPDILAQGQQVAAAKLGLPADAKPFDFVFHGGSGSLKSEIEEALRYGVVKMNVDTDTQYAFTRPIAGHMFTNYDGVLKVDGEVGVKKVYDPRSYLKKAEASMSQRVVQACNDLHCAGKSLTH
Vc quorum ag: inducers of Vibrio cholerae quorum light production without autoinducers; V. cholerae BH1578 lux reporter, luminescence, 6 h; hit rate 0.16% among 350,000; AID 588436; activation, % at 18.7 µM; in the data active = activation mostly above about 9.7%, no sharp cut-off; also: not every result past the cut was called active; inactives centre near 0; reference of the scale not given here
GDH-TPI counter: GDH-TPI coupled enzyme inhibition counter-screen. GDH-TPI coupled enzyme counterscreen, NADH absorbance. inhibition, % at 4.8 µM. hit rate 1.2% among 360,000. AID 588335; in the data active = inhibition above about 30%;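 also: 0% = DMSO wells and 100% = wells lacking the enzyme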
PriA SSB inh: K. pneumoniae PriA-SSBct interaction inhibition | hit rate 0.6% among 430,000 | AID 1272365 | AlphaScreen SSBct-PriA binding, biotinylated peptide | inhibition, % at 33 µM; in the data active = inhibition mostly above about 37%, no sharp cut-off; inactive = mostly below about 20%;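 also: plate controls were negative control peptide for no effect and reference peptide for full effect; strong numbers were not always called active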
SARS 3CLpro inh: SARS-CoV 3CLpro protease inhibition. hit rate 0.14% among 290,000. P0C6X7. inhibition, % at 6 µM. AID 1706. recombinant SARS-CoV 3CLpro, quenched FRET peptide cleavage; in the data active = inhibition above about 12%
* marks the source's active call; other numbers are inactive results; i = inactive; / = no result given; & = joins results of further samples. Some of the compounds tested; the hit share may differ from the screen's.

Fields – MazF activator, VHR inh abs, Mtb UGM inh, Rv3671c inh, Mtb BioA inh, FBA Mtb inh, Vc quorum ag, GDH-TPI counter, PriA SSB inh, SARS 3CLpro inh
[1] Cc1ccc(S(=O)(=O)N2CCN(C(=O)c3ccccc3OCc3c(C)noc3C)CC2)cc1
→ -0.3, /, 1.6, -5.9, 2.8, 2.4, i, 7.7, -7.7, /
[2] CCCCn1c(=O)[nH]c2ccccc21
→ 0.2, 25.0, -0.8, -6.8, 0.1, 2.5, 0.3, -6.6, -16.5, -3.7
[3] COc1cccc2cc(C(=O)Nc3cccc(C)n3)c(=O)oc12
→ -9.6, 43.8, 1.0, 1.1, 0.4, 3.4, -0.1, 8.8, -17.3, /
[4] O=[N+]([O-])c1ccc(Nc2c3ccccc3nc3ccccc23)cc1
→ 17.3, -25.2, /, /, /, 50.9*, -0.4, 10.4, 43.3, 1.6
[5] CC(C)COC(=O)Nc1nnc(SCc2ccccc2F)s1
→ -1.8, -3.8, 2.0, -3.8, -0.5, 0.9, 2.0, 9.0, -17.5, 6.9
[6] Cc1cc2c(cc(C(=O)OC(C(=O)NCC3CCCO3)C(C)C)n2C)o1 (centres undefined)
→ -1.1, 24.5, 0.9, 1.1, /, -1.7, -0.3, 9.7, 3.1, -0.7
[7] O=C(NC1(Cc2ccc(O)cc2)CCCCC1)c1ccccc1
→ -11.5, -1.9, 2.0, -6.0, 1.6, 1.2, i, 6.4, -3.3, -3.1
[8] CCOC(=O)c1cc(C)sc1NC(=O)CCC(=O)O
→ 0.5, 2.4, 5.7, -3.5, 0.0, 0.2, i, 7.4, -18.7, 9.3
[9] C[C@@H]1CCCCO[C@@H](CN(C)C(=O)Cc2ccccc2)[C@@H](C)CN([C@H](C)CO)C(=O)c2cc(N(C)C)ccc2O1
→ 0.3, /, /, /, -0.2&-1.5&-0.8, -2.4, -4.5, 4.1, /, /
[10] CN(C)C(=O)CCC(=O)N1CCCC(N2CCN(c3cccc(C(F)(F)F)c3)CC2)C1 (centres undefined)
→ 9.1, -5.4, 1.2, -1.0, -1.5, -0.9, i, -6.6, -3.4, -4.1
[11] Cc1cccc(NC(=O)C2CCN(S(=O)(=O)c3ccc4c(c3)OCCO4)CC2)n1
→ 7.3, /, 4.0, -2.2, -0.9, 2.1, 1.3, 10.0, -7.3, /
[12] CC1CCOC2(O1)C(=O)N(CN1CCN(c3cccc(Cl)c3)CC1)c1ccccc12 (centres undefined)
→ -1.3, 27.0, -1.9, 1.7, -0.6, -1.1, /, -16.1, -1.4, -5.7
[13] S=c1nc(-c2ccccc2)n(CCN2CCOCC2)c2c1CCCC2
→ -2.1, 11.9, 5.1, 0.2, -1.1, 4.4, -1.0, 50.6*, -11.9, 1.4
[14] COC1C(CO)OC(n2c3c(Cl)cccc3c3c4c(c5c6cccc(Cl)c6[nH]c5c32)C(=O)NC4=O)C(O)C1O (centres undefined)
→ -32.2, /, /, /, /, 2.2, i, 22.5, -4.9, /
[15] COc1ccc(NC(=O)COc2ccc3c(c2)OCO3)cc1
→ -23.7, 30.7, 1.9, 0.0, 2.3, 3.3, 0.2, 3.0, 12.5, -4.2
[16] C=CCOc1cccn2c(N(C=O)Cc3ccc(OC)cc3)c(CC)nc12
→ /, /, /, /, -0.6, 0.7, -0.8, 8.4, /, /
[17] CC(=O)Nc1ccc(SC[C@H](C)CN2CC[C@H](C(C)(C)C)CCC2=O)cc1
→ -1.3, /, 0.0, -1.1, 0.4, -1.2, -7.1, 10.3, -8.0, /
[18] CSC(=NC#N)N1CCN(c2c(C)cccc2C)CC1
→ -2.9, -2.8, 0.1, -3.7, 2.4, 6.2, -0.3, 1.3, -0.1, 4.5
[19] CCn1nc(NS(=O)(=O)c2cccc3nonc23)c2cc3ccc(C)cc3nc21
→ 2.2, 10.7, 0.6, 7.8, 2.7, -5.6, 1.4, 6.0, 5.4, 7.6
[20] CN1CCN(C(=O)c2ccccc2NC(=O)c2cccs2)CC1
→ -4.1, 11.7, 0.8, 5.0, 3.1, 7.3, i, -1.0, -7.4, -4.8

A second format for three compounds above.
1	Cc1ccc(S(=O)(=O)N2CCN(C(=O)c3ccccc3OCc3c(C)noc3C)CC2)cc1
  MazF activator = -0.3	VHR inh abs = /	Mtb UGM inh = 1.6	Rv3671c inh = -5.9	Mtb BioA inh = 2.8	FBA Mtb inh = 2.4	Vc quorum ag = i	GDH-TPI counter = 7.7	PriA SSB inh = -7.7	SARS 3CLpro inh = /

2	CCCCn1c(=O)[nH]c2ccccc21
  MazF activator = 0.2	VHR inh abs = 25.0	Mtb UGM inh = -0.8	Rv3671c inh = -6.8	Mtb BioA inh = 0.1	FBA Mtb inh = 2.5	Vc quorum ag = 0.3	GDH-TPI counter = -6.6	PriA SSB inh = -16.5	SARS 3CLpro inh = -3.7

3	COc1cccc2cc(C(=O)Nc3cccc(C)n3)c(=O)oc12
  MazF activator = -9.6	VHR inh abs = 43.8	Mtb UGM inh = 1.0	Rv3671c inh = 1.1	Mtb BioA inh = 0.4	FBA Mtb inh = 3.4	Vc quorum ag = -0.1	GDH-TPI counter = 8.8	PriA SSB inh = -17.3	SARS 3CLpro inh = /

Further entries follow:
Fields – MazF activator, VHR inh abs, Mtb UGM inh, Rv3671c inh, Mtb BioA inh, FBA Mtb inh, Vc quorum ag, GDH-TPI counter, PriA SSB inh, SARS 3CLpro inh
[21] COc1cc(C(=O)Nc2ccc(C)cn2)ccc1OCC(=O)N1CCOCC1
→ 5.5, /, 1.2, 3.6, -0.3, 0.6, i, 0.4, 8.8, /
[22] Cc1c(CCC(=O)N[C@@H](CC(C)C)C(=O)O)c(=O)oc2c(C)c3oc4c(c3cc12)CCCC4
→ 1.9, 14.8, 1.2, 2.0, 0.0, 13.8, i, 20.0, -10.5, 1.9
[23] Cc1ccc(-n2c(CSc3nc(C)cc(C)n3)nnc2SCC(=O)NCc2ccco2)cc1
→ 3.5, 11.3, -2.9, -1.9, 4.4, -0.8, 3.0, 9.7, 2.3, -2.3
[24] c1cnn2c(-c3ccc4c(c3)CCO4)cnc2c1
→ /, /, /, /, 11.8, 1.9, 0.4, 4.5, /, /
[25] CC(C)CNS(=O)(=O)c1ccc(CCC(=O)O)cc1
→ 3.4, 29.3, -1.8, -4.1, -2.7, 0.5, /, 3.1, 0.0, 4.0
[26] COc1ccc(CNC(=O)CN2C(=O)CSc3ccc(S(=O)(=O)N4CCOCC4)cc32)cc1
→ 13.5, 1.6, -1.9, -2.5, -1.3, 0.2, i, 1.0, -4.3, -3.9
[27] O=C(c1ncc[nH]1)c1ccco1
→ 1.0, 5.5, -3.1, 3.2, -0.5, -10.8, i, 12.4, -15.0&3.0&-4.0, 3.5
[28] O=S(=O)(c1cccc2cccnc12)N1CCN(Cc2ccccc2)CC1
→ -2.6, 38.3, 0.3, -3.8, /, 4.7, 1.1, 5.3, 12.0&-1.3, 1.4
[29] Cc1ccc(CC(=O)N/N=C/c2ccc3c(c2)OCO3)cc1
→ -3.7, 9.1, 1.3, -10.2, /, -1.1, i, 10.8, /, -1.9
[30] O=C(c1cccc(C(F)(F)F)c1)C1CCCN(C(=O)c2cc(C3CC3)[nH]n2)C1 (centres undefined)
→ 5.4, -22.1, 1.3, 6.6, 0.9, -0.6, -19.8, -3.1, -19.9, -1.3
[31] CC(=O)CSc1nc2c(c(=O)[nH]c(=O)n2C)n1Cc1ccccc1Cl
→ -1.0, 6.5, 0.0, -4.3, 4.0, 1.0, 0.2, 14.7, -23.5, 2.6
[32] Cc1nn(C)cc1CN(C)S(=O)(=O)c1cccc([N+](=O)[O-])c1
→ -3.1, -3.0, 1.0, -0.6, /, -0.5, -0.3, -2.6, -4.8, -0.6
[33] O=C(Cc1ccc(Cl)cc1)N/N=C/c1c(Cl)cccc1Cl
→ -15.9, 1.9, -2.5, -10.9, -0.2, -2.5, -0.1, 0.7, /, -5.0
[34] COc1ccc(NC(C)=O)cc1S(=O)(=O)N(C)Cc1c(C)nn(-c2ccccc2)c1C
→ 3.2, /, -0.6, 4.9, 6.5, 2.7, i, -2.2, -0.9, /
[35] COCCNC(=O)c1ccc2snnc2c1
→ 6.6, 24.3, 0.1, -3.3, 1.5, -6.5, i, 12.0, -18.8, -2.8
[36] Cc1oc2ccccc2c1CNC(=O)N(C)C
→ 2.2, 12.7, 3.0, 2.2, /, 2.2, -0.7, 3.4, -11.1, 3.2
[37] COc1cc(-c2cnc3c(NC(C)=O)cc(-c4ccccc4CN(C)C)cn23)cc(OC)c1OC
→ /, /, /, /, 4.3, 17.2, i, 14.3, /, /
[38] CCCOP(=O)(c1ccc(N(C)C)cc1)C(Nc1ccccc1)c1ccc(N(C)C)cc1 (centres undefined)
→ -2.0, -8.9, 3.4, 14.2, -1.6, 1.1, i, 4.9, -0.3, 3.9
[39] O=S(=O)(Nc1nc(-c2ccccc2)cs1)c1cccc(C(F)(F)F)c1
→ 1.9, 25.9, -2.4, -4.9, 3.7, -2.4, i, -5.8, -11.9, 3.2
[40] COCc1ccc(C(=O)Nc2cccc(S(=O)(=O)N(C)c3ccccc3)c2)cc1
→ 1.6, /, -0.4, -11.0, /, -2.0, -4.5, 0.0, -14.3, /
[41] COc1ccc2c(c1OC)C(=O)OC2c1c(O)n(C2CCCCC2)c(=O)[nH]c1=O (centres undefined)
→ -23.4, -9.6, -0.9, -2.8, /, 1.8, -0.6, 1.9, -3.8, -3.4
[42] CCOc1ccc(CCNC(=O)C2CCCN(S(=O)(=O)c3c(C)n[nH]c3C)C2)cc1OCC (centres undefined)
→ 3.0, 11.6, 2.7, -6.0, -0.1, 1.9, i, -6.2, -14.2, 5.1
[43] O=C(CSc1nnc(CNC(=O)c2ccccc2)o1)NCC1CCCO1 (centres undefined)
→ -5.7, 2.3, -0.4, -6.9, -2.8, 8.4, i, 3.9, -7.7, -0.6
[44] Cc1c(C(=O)N2CCC2)oc2ccc(Br)cc12
→ 0.0, /, 0.6, 1.7, -1.5, -2.5, i, -3.5, -5.4, /
[45] O=C(CCCc1cccs1)Nc1nc2c(s1)CCCC2
→ 1.0, 5.6, 1.6, -5.9, 0.3, -0.2, -1.6, 1.2, -10.8, 0.6
[46] O=C(O)C(Cc1ccc(O)cc1)N1C(=O)C2CCCCC2C1=O (centres undefined)
→ -3.5, 3.5, -0.3, 0.6, -0.6, 9.4, 1.6, -2.4, -9.5, -2.1
[47] Cn1c2ccccc2c(=O)c2ccc(C#CC3(O)CCCCC3)cc21
→ -3.7, -6.6, 2.9, -33.9, -2.6, 170.6*, i, 12.1, -50.6, 0.5
[48] CC1CCCCC1NC(=O)C1CCCN1S(=O)(=O)c1cccc2nsnc12 (centres undefined)
→ 0.5, 16.6, -0.1, -10.5, -0.7, -1.1, -0.2, 1.9, -9.0, -2.4
[49] Cc1nc(SCC(=O)Nc2ccccc2C(F)(F)F)c(C#N)c(C)c1CC(=O)c1ccc(Br)cc1
→ /, 13.3, -0.7, -2.3, /, /, /, /, /, -1.8
[50] Cc1cccc(NC(=O)c2cccc(N3C(=O)C4C5C=CC(C6CC56)C4C3=O)c2)c1 (centres undefined)
→ 0.5, 18.7, -0.5, -2.6, 1.1, -1.4, -0.4, 1.7, -1.6, 2.7
[51] O=C(c1c(F)c(F)c(F)c(F)c1F)N1CCN(Cc2ccc3c(c2)OCO3)CC1
→ -27.8, /, -1.1, -10.9, /, 1.8, -0.4, -12.1, 0.0, /
[52] N/C(=N\c1nc2ccccc2o1)NC(=O)c1ccc(F)cc1
→ -1.8, 6.2, -1.5, 2.4, -2.5, -7.0, i, 19.0, /, -4.9
[53] CC(C)(C)c1ccc(C(=O)N/N=C/c2cccc(Cl)c2)cc1
→ 6.6, -2.0, 2.1, -2.4, -0.8, 2.3, /, -6.1, /, 3.5
[54] COC(=O)c1ccccc1NC(=O)CCCn1nc(C)c2c(C)n(-c3ccccc3)nc2c1=O
→ 5.9, 5.7, 1.7, 5.9, 4.0, -0.6, -2.1, 9.4, -7.3, -0.4

Compound activity deposited in PubChem BioAssay by several laboratories.
